NCI-60 one-dose screen, 48 h, at 10 µM unless noted. Numbers give growth in % (100 = growth as untreated, 0 = no growth, -100 = all killed).
NCI-H460 = NCI-H460 lung cancer | 82,000 compounds, 6.8% hits | AID 1794736
HCT-116 = HCT-116 colon cancer; 82,000 compounds, 7.3% hits; AID 1794798
HCT-15 = HCT-15 colon cancer | 82,000 compounds, 5.2% hits | AID 1794746
NCI-H226 = NCI-H226 lung cancer; 79,000 compounds, 3.5% hits
NCI-H522 = NCI-H522 lung cancer. AID 1794739. 78,000 compounds, 8% hits
HT29 = HT29 colon cancer. 81,000 compounds, 7.4% hits. AID 1794748
NCI-H322M = NCI-H322M lung cancer; 80,000 compounds, 2.7% hits
NCI/ADR-RES = NCI/ADR-RES ovarian cells; 81,000 compounds, 4.4% hits
COLO 205 = COLO 205 colon cancer; 79,000 compounds, 7.3% hits
* hit, by the source's call; . = no result given; [ ] = remark or other dose. How the source made its calls: active means growth percent below 10; inactive means the rest. Random draw from the library; any-hit rate near 12%.

SMILES | NCI-H460 | HCT-116 | HCT-15 | NCI-H226 | NCI-H522 | HT29 | NCI-H322M | NCI/ADR-RES | COLO 205
Nc1c(C(=O)Nc2ccccc2)sc2nc3c(cc12)CCC3 | 91.0 | 66.6 | 55.7 | 85.3 | 83.9 | 88.0 | 100.6 | 66.6 | 108.4
COc1ccc2nc3cc(Cl)ccc3c(NCCCNC(C)=O)c2c1 | 7.3* | 21.0 | 23.6 | 34.1 | 52.5 | 27.0 | 34.4 | 41.4 | 23.7
CCc1c(N)nc(N)nc1Cl | 108.5 | 95.8 | 98.4 | 104.1 | 111.5 | 120.5 | 116.7 | 115.4 | 140.8
CC(=O)Nc1ccc2c(c1)C(=O)c1ccccc1C2=O | 105.6 | 98.2 | 90.3 | 82.5 | 84.0 | 98.7 | 90.0 | 102.1 | 100.0
CS(=O)(=O)c1ccc(-c2nc3cc(Cl)ccc3n2CC(=O)NN)cc1 | 103.1 | 96.2 | 98.6 | 93.9 | 87.7 | 100.4 | 99.9 | 108.7 | .
c1cncc(-c2nc(N3CCOCC3)c3c4c(sc3n2)CCCCC4)c1 | 93.2 | 74.5 | 85.4 | 76.3 | 64.6 | 65.0 | 90.2 | 79.0 | 88.6
CSc1nc(Cl)cc(-c2ccccc2)n1 | 112.3 | 105.0 | 112.5 | 97.6 | 107.2 | 114.8 | 118.9 | 107.5 | 136.2
NC(=O)c1cc(Br)ccc1NC(=O)/C=C/c1ccccc1 | 17.1 | 38.0 | 30.9 | 66.9 | -24.9* | 13.9 | 76.1 | 11.0 | -4.2*
Cc1nc2scc(-c3ccccc3)n2c(=O)c1CCO | 100.1 | 101.4 | 96.1 | 99.9 | 99.1 | 102.7 | 103.2 | 112.1 | 108.4
O=C(O)C(c1ccccc1)C1CCCCC1O (stereo not drawn) | 111.5 | 97.3 | 105.7 | 111.6 | 106.8 | 116.0 | 98.6 | 111.6 | 107.1
CC/C(=C\c1ccc(Cl)cc1)c1ccncc1 | 100.5 | 95.1 | 96.8 | 96.1 | . | 95.0 | 110.0 | 99.1 | 106.0
CC(=O)O[C@H]1CC2CCC3C(CC[C@@]4(C)C3C[C@H]([N+]3(C)CCCCC3)[C@@H]4OC(C)=O)[C@@]2(C)C[C@@H]1[N+]1(C)CCCCC1 (stereo partly drawn) | 108.0 | 101.0 | 109.6 | 104.8 | 112.5 | 111.9 | 117.6 | 98.5 | 107.1
Cc1ccc(Sc2nnc(/N=C3\C(=O)Nc4ccc(C)cc43)s2)cc1 | 99.3 | 101.8 | 92.6 | 100.9 | 86.5 | 108.3 | 98.3 | 99.4 | 141.6
CCOC(=O)c1ccc2c(c1N1CCN(Cc3ccccc3)CC1)N(O)ON2 | 113.8 | 90.3 | 85.0 | . | 73.0 | 93.5 | 115.4 | 106.9 | 111.3
N#Cc1cnc2ccc(-c3cnc4n[nH]nc4c3)cc2c1N1CCc2cc(F)c(Cl)cc21 | 17.5 | 23.7 | 12.3 | 11.7 | -10.1* | 28.1 | 11.1 | 45.0 | 37.8
CCN(CC)CCN1C(=O)c2c(c3c4ccccc4[nH]c3c3[nH]c4ccccc4c23)C1=O | 69.0 | 67.0 | 59.4 | 86.6 | 69.4 | 46.5 | 66.6 | 71.3 | 75.8
N#CCc1ccc(N(CCO)CCO)cc1 | 105.3 | 101.1 | 96.3 | 106.5 | 92.1 | 86.6 | 104.8 | 94.5 | 112.6
Clc1nc(-c2ccccn2)nc2sc3c(c12)CCCCCC3 | 90.9 | 84.5 | 84.2 | . | . | 99.3 | 84.5 | 89.3 | 114.6
Nc1nc(N)c2c(n1)NC(c1ccccc1)CC(c1ccc(Nc3nc(NCCO)nc(Nc4ccc(Cl)cc4)n3)cc1)=N2 (stereo not drawn) | -80.3* | -92.7* | -58.0* | 91.9 | 41.0 | -87.6* | 63.2 | 48.4 | 80.8
CCCOc1ccc(-c2nc(-c3ccc(N)cc3)cs2)cc1 | 98.0 | 95.5 | 89.9 | 111.0 | 89.3 | 96.7 | 102.7 | 97.9 | 143.4
COc1ccccc1C(=O)Nc1cccc(NC(=O)c2ccoc2C)c1 | 13.9 | 15.3 | 28.7 | 70.7 | 13.9 | 6.0* | 59.5 | 9.9* | 39.2
CC(=O)Nc1ccc(/C=C(\C#N)c2ccc([N+](=O)[O-])cc2)cc1 | 101.7 | 102.3 | 103.2 | 98.9 | 83.7 | 107.5 | 106.5 | 111.9 | 101.1
O=C(CCc1nc2c(=O)[nH]c(=S)[nH]c2[nH]c1=O)NCc1ccc(C(=O)O)cc1 | 101.8 | 95.7 | 100.8 | 89.4 | 85.2 | 107.8 | 104.5 | 100.9 | 118.5
O=C(O)c1ccc(-n2cc(CNc3ccccc3)c(-c3cc(C(F)(F)F)cc(C(F)(F)F)c3)n2)cc1 | 71.7 | 69.0 | 59.5 | 85.2 | 83.0 | 88.2 | 81.7 | 80.9 | 104.2
C=CCn1c(SCC(=O)Nc2cccc(C(=O)/C=C/c3ccc(Br)cc3)c2)nc2ccccc2c1=O | 94.9 | 8.6* | 76.3 | 94.1 | 75.3 | 83.9 | 86.6 | 91.5 | 110.8

Two of the compounds above, as labelled records.
Molecule: O=C(CCc1nc2c(=O)[nH]c(=S)[nH]c2[nH]c1=O)NCc1ccc(C(=O)O)cc1
  NCI-H460: 101.8
  HCT-116: 95.7
  HCT-15: 100.8
  NCI-H226: 89.4
  NCI-H522: 85.2
  HT29: 107.8
  NCI-H322M: 104.5
  NCI/ADR-RES: 100.9
  COLO 205: 118.5

Molecule: O=C(O)c1ccc(-n2cc(CNc3ccccc3)c(-c3cc(C(F)(F)F)cc(C(F)(F)F)c3)n2)cc1
  NCI-H460: 71.7
  HCT-116: 69.0
  HCT-15: 59.5
  NCI-H226: 85.2
  NCI-H522: 83.0
  HT29: 88.2
  NCI-H322M: 81.7
  NCI/ADR-RES: 80.9
  COLO 205: 104.2

Additional records follow.
SMILES | NCI-H460 | HCT-116 | HCT-15 | NCI-H226 | NCI-H522 | HT29 | NCI-H322M | NCI/ADR-RES | COLO 205
CC(=O)OCC1O[C@@H](Oc2ccc3c(c2)CC[C@@H]2[C@@H]3CC[C@]3(C)[C@@H](O)CC[C@@H]23)C(OC(C)=O)[C@@H](OC(C)=O)[C@H]1OC(C)=O (stereo partly drawn) | . | 96.5 | 100.2 | 100.5 | 90.4 | 97.6 | 94.2 | 94.6 | 105.9
CCN(CC)CCCN(CCCc1ccccc1)Cc1ccccc1 | 99.0 | 76.1 | 107.0 | 82.6 | 99.1 | 50.2 | 98.7 | 83.4 | 86.8
C=CCNC(=O)Cc1c(-c2ccc(OC)cc2)oc2c(OC)c3c(c(OC)c12)OCO3 | 102.1 | 92.8 | 86.7 | 100.5 | 92.7 | 86.5 | 97.9 | 98.2 | 117.1
CN(C)CCCC(C#N)(CCN(C)C)c1ccccc1 (stereo not drawn) | 103.3 | 92.2 | 98.3 | 98.6 | 92.2 | 100.3 | 101.6 | 97.0 | 106.7
O=C(/C=C/c1cn(-c2ccccc2)nc1-c1cccc(Nc2ccnc3cc(Cl)ccc23)c1)c1ccc2c(c1)OCO2 | 101.7 | 83.8 | 91.9 | 99.1 | 127.3 | 113.8 | 86.2 | . | 102.2
NC(=O)CCn1c2ccc(-n3ccnc3)cc2c2ccc(CCC(=O)O)cc21 | 101.8[100 µM] | 98.9[100 µM] | 101.4[100 µM] | 89.8[100 µM] | 86.3[100 µM] | 98.4[100 µM] | 100.5[100 µM] | 101.2[100 µM] | 100.8[100 µM]
O=c1[nH]nc(-c2ccc(Cl)cc2)cc1Cc1cccc([N+](=O)[O-])c1 | 99.9 | 100.0 | 105.2 | 91.9 | 90.6 | 116.2 | 119.2 | 101.0 | 101.4

A second format for 13 compounds above:
compound	NCI-H460	HCT-116	HCT-15	NCI-H226	NCI-H522	HT29	NCI-H322M	NCI/ADR-RES	COLO 205
CCCOc1ccc(-c2nc(-c3ccc(N)cc3)cs2)cc1	98.0	95.5	89.9	111.0	89.3	96.7	102.7	97.9	143.4
COc1ccccc1C(=O)Nc1cccc(NC(=O)c2ccoc2C)c1	13.9	15.3	28.7	70.7	13.9	6.0*	59.5	9.9*	39.2
CC(=O)Nc1ccc(/C=C(\C#N)c2ccc([N+](=O)[O-])cc2)cc1	101.7	102.3	103.2	98.9	83.7	107.5	106.5	111.9	101.1
O=C(CCc1nc2c(=O)[nH]c(=S)[nH]c2[nH]c1=O)NCc1ccc(C(=O)O)cc1	101.8	95.7	100.8	89.4	85.2	107.8	104.5	100.9	118.5
O=C(O)c1ccc(-n2cc(CNc3ccccc3)c(-c3cc(C(F)(F)F)cc(C(F)(F)F)c3)n2)cc1	71.7	69.0	59.5	85.2	83.0	88.2	81.7	80.9	104.2
C=CCn1c(SCC(=O)Nc2cccc(C(=O)/C=C/c3ccc(Br)cc3)c2)nc2ccccc2c1=O	94.9	8.6*	76.3	94.1	75.3	83.9	86.6	91.5	110.8
CC(=O)OCC1O[C@@H](Oc2ccc3c(c2)CC[C@@H]2[C@@H]3CC[C@]3(C)[C@@H](O)CC[C@@H]23)C(OC(C)=O)[C@@H](OC(C)=O)[C@H]1OC(C)=O (stereo partly drawn)	.	96.5	100.2	100.5	90.4	97.6	94.2	94.6	105.9
CCN(CC)CCCN(CCCc1ccccc1)Cc1ccccc1	99.0	76.1	107.0	82.6	99.1	50.2	98.7	83.4	86.8
C=CCNC(=O)Cc1c(-c2ccc(OC)cc2)oc2c(OC)c3c(c(OC)c12)OCO3	102.1	92.8	86.7	100.5	92.7	86.5	97.9	98.2	117.1
CN(C)CCCC(C#N)(CCN(C)C)c1ccccc1 (stereo not drawn)	103.3	92.2	98.3	98.6	92.2	100.3	101.6	97.0	106.7
O=C(/C=C/c1cn(-c2ccccc2)nc1-c1cccc(Nc2ccnc3cc(Cl)ccc23)c1)c1ccc2c(c1)OCO2	101.7	83.8	91.9	99.1	127.3	113.8	86.2	.	102.2
NC(=O)CCn1c2ccc(-n3ccnc3)cc2c2ccc(CCC(=O)O)cc21	101.8[100 µM]	98.9[100 µM]	101.4[100 µM]	89.8[100 µM]	86.3[100 µM]	98.4[100 µM]	100.5[100 µM]	101.2[100 µM]	100.8[100 µM]
O=c1[nH]nc(-c2ccc(Cl)cc2)cc1Cc1cccc([N+](=O)[O-])c1	99.9	100.0	105.2	91.9	90.6	116.2	119.2	101.0	101.4
